# AMPAR-TARP mod: modulators of GluA2-stargazin AMPA receptor complexes, primary screen, cell-based, membrane potential dye. HEK293 GluA2+stargazin, membrane potential dye (FDSS), glutamate EC50; hits were called plate by plate, in both directions. calls only at 30 µM. 3.5% of 40,000 active. Voltage-dependent calcium channel gamma-2 subunit (Mus musculus) + Glutamate receptor 2 …;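 active = any of four per-well response measures lying three or more SD from its plate-wide compound average, in either direction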
# Target sequence (O88602 whole entry, looked up): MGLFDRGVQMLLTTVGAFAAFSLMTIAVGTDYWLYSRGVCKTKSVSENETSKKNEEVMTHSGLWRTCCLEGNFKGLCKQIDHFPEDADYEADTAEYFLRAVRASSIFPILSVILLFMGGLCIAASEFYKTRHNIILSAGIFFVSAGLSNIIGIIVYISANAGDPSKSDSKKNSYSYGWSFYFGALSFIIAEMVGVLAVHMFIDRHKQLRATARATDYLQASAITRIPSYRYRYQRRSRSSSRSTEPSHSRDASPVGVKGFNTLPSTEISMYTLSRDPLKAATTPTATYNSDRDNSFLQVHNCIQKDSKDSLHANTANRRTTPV
# Target sequence (P19491 whole entry, looked up): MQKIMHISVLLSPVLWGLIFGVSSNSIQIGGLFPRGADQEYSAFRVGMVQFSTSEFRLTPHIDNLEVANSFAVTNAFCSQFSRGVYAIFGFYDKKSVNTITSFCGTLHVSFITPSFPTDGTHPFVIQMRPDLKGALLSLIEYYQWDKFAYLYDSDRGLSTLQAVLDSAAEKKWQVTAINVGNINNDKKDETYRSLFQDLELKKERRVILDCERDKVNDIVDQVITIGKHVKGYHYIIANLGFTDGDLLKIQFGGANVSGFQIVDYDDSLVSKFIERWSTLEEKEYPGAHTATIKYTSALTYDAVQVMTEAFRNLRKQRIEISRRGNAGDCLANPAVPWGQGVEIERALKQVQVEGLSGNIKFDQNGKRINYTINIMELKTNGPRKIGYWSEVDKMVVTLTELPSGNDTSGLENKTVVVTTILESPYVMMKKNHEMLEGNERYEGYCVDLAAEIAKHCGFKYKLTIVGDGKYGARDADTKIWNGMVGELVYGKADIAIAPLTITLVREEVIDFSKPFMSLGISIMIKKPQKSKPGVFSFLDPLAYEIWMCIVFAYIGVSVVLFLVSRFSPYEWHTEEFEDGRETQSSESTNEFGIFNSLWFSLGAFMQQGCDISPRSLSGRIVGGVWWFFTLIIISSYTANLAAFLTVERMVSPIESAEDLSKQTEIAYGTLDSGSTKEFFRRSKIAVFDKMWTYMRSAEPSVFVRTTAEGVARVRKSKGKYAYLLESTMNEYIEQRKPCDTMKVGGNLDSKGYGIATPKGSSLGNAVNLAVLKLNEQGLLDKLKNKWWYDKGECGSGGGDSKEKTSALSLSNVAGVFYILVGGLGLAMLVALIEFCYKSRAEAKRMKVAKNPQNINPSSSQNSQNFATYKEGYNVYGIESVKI
# AMPAR-TARP mod agonism max-min: recorded beside AMPAR-TARP mod, whose call it bears; compound max-min signal; compound-alone response (agonism);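 unitless range of fluorescence divided by baseline over first 100 seconds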
# AMPAR-TARP mod glutamate slope: further read-out of AMPAR-TARP mod, marked with its call; glutamate slope, % of max; measured here: glutamate response slope, % max;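 scaled per plate between vehicle wells and maximal 1 mM glutamate control wells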
# Numbers without * were called inactive; i = inactive; + = active, no number; & = joins results of further samples.
# Start of the listing, in advance:
SMILES,AMPAR-TARP mod,AMPAR-TARP mod agonism max-min,AMPAR-TARP mod glutamate slope
Cc1nccn1CCNC(=O)C(=O)NCc1ccc2c(c1)OCO2,i,0.13,52
Cc1ccc2nc(N3CCN(C(=O)Nc4ccc5c(c4)OCO5)CC3)[nH]c2c1,i,0.095,60
COc1ccc(CNC(=O)C(=O)NCCC2CCCCN2S(=O)(=O)c2cc(C)ccc2C)cc1 (centres undefined),i,0.062,55
Cc1cccc2c1NC(=O)C2(O)CC(=O)c1ccc2c(c1)OCCO2 (centres undefined),i,0.052,58

# All compounds of this part (from the top)
SMILES,AMPAR-TARP mod,AMPAR-TARP mod agonism max-min,AMPAR-TARP mod glutamate slope
Cc1nccn1CCNC(=O)C(=O)NCc1ccc2c(c1)OCO2,i,0.13,52
Cc1ccc2nc(N3CCN(C(=O)Nc4ccc5c(c4)OCO5)CC3)[nH]c2c1,i,0.095,60
COc1ccc(CNC(=O)C(=O)NCCC2CCCCN2S(=O)(=O)c2cc(C)ccc2C)cc1 (centres undefined),i,0.062,55
Cc1cccc2c1NC(=O)C2(O)CC(=O)c1ccc2c(c1)OCCO2 (centres undefined),i,0.052,58
COC(=O)c1sc2ccccc2c1NC(=O)c1cc(C)no1,i,0.048,36
Cc1cc(-c2nnc(NC(=O)Cc3ccc4c(c3)OCO4)o2)n(C)n1,i,0.13,56
Cc1nnsc1C(=O)N1CCN(c2ccc(-c3ccccn3)nn2)CC1,i,0.15,39
COc1ccccc1CNC(=O)C(=O)Nc1ccc(NC(C)=O)cc1,i,0.055,52
COc1nn(C)cc1-c1nnc(SCc2ccccc2)n1C,i,0.074,55
CSc1cccc(NC(=O)N2CCN(c3cc(-n4cccn4)nc(C)n3)CC2)c1,i,0.099,57
O=C(NC1CCCC(O)C1)C1c2ccccc2Oc2ccccc21 (centres undefined),i,0.091,85
CCOc1ccc2ccccc2c1C(=O)Nc1ccc(OC)c(N2CCCCC2=O)c1,i,0.038,54
O=C(Nc1ccc(CC(=O)N2CCC(O)CC2)cc1)c1ccccc1,i,0.082,53
COc1cccc(-c2ccc(=O)n(CCCC(=O)Nc3nnc(C)s3)n2)c1,i,0.05,35
COc1cc(/C=C\C(=O)NCCCC(=O)Nc2cccc3cccnc23)cc(OC)c1OC,i,0.084,63
Cc1nc2ccccn2c1C(=O)NCC1CCN(S(=O)(=O)C2CC2)CC1,i,0.15,51
CN1CCN(S(=O)(=O)c2ccc(Cl)c3ccccc23)CC1,i,0.07,65
O=S(=O)(c1ccccc1)C1CCNC1 (centres undefined),i,0.091,64
O=C1CC(c2nc3ccccc3n2Cc2ccccc2)CN1Cc1ccccc1 (centres undefined),+,0.18*,70*
CC1CCN(S(=O)(=O)c2ccc(NC(=O)c3ccco3)cc2)CC1,i,0.067,35
Cc1ccc(C)c(Cn2c(-n3nc(C)cc3C)nc3c2c(=O)n(CC(N)=O)c(=O)n3C)c1,i,0.039,49
COCCn1c(=O)c2c(nc(-n3nc(C)cc3C)n2CCC(C)C)n(C)c1=O,i,0.026,44
COc1ccc(SCC(=O)Nc2nnc(-c3cc(C)n(C)n3)o2)cc1,i,0.072,37
COC(=O)CC1C(=O)NCCN1C(=S)NC(=O)c1cccs1 (centres undefined),i,0.043,51
Cc1ccc(NC(=O)c2cc(-c3cccs3)nc3c2c(C)nn3C2CCS(=O)(=O)C2)cc1 (centres undefined),+,0.081*,43*
CC1Cc2c(NC(=O)C3COc4ccccc4O3)nn(C)c2NC1=O (centres undefined),i,0.11,55
CC(C)(C)NC(=O)N1CCC(CNC(=O)c2ccncc2)CC1,i,0.097,68
CCNC(=O)C1Cc2ccccc2N1C(=O)c1ccc(OC)cc1OC (centres undefined),i,0.05,48
COc1ccc(C(=O)Nc2cccc(N3CCCCC3=O)c2)c(OC)c1,i,0.092,52
O=C(COc1ccc2c(c1)OCO2)Nc1ccc(-c2ccc(N3CCCC3)nn2)cc1,i,0.062,50
COc1cc(NC(=O)c2c(F)cccc2Cl)ccc1N1CCCCC1=O,i,0.11,45
COc1cc(OC)cc(C(=O)Nc2ccc(Nc3ccc(C)nn3)cc2)c1,i,0.15,60
Cc1cc(NCCN(C)C)n2nc(C(F)(F)F)c(-c3ccccc3)c2n1,i,0.18,47
CCOC(=O)C(=O)N1CCN(c2ncnc3c2nnn3-c2ccc(Cl)cc2)CC1,i,0.12,59
COc1ccc(CC(=O)Nc2nc(-c3ccccc3)cs2)cc1,i,0.089,55
CCOC(=O)c1cccc(NC(=O)CNC(=O)C2CCCCC2)c1,i,0.096,54
CC1CCCC(C)N1S(=O)(=O)c1c(F)cccc1F (centres undefined),i,0.064,51
O=C(NCc1n[nH]c(=O)c2ccccc12)c1cnn(-c2ccccc2)n1,i,0.13,45
COc1nc2ccccc2nc1N1CCC(C(=O)Nc2ccccc2)CC1,i,0.11,51
O=C(Nc1ccc(F)cc1)N1CCC(c2nnc(-c3ccc(F)cc3)o2)CC1,i,0.084,58
Cc1cccc(NC(=O)Cn2nc3ccc(SC(C)C)nn3c2=O)c1,i,0.16,79
CCc1nnc(NS(=O)(=O)c2ccc(NC(=O)c3ccc4ncsc4c3)cc2)s1,i,0.15,72
CCCCCn1c(=O)c2c(nc3n(C4CCCC4)c(C)c(C)n23)n(C)c1=O,i,0.067,65
O=S(=O)(c1ccc(Cl)s1)N1CCC(c2nnc(-c3ccc(F)cc3)o2)CC1,i,0.13,50
O=C(NCCc1csc2nc(-c3cccs3)nn12)C(=O)Nc1ccon1,i,0.15,52
CS(=O)(=O)N1CCN(Cc2nc(-c3cccs3)cs2)CC1,i,0.13,61
COc1ccc(Br)cc1S(=O)(=O)N1CCN(S(=O)(=O)c2cc(Br)ccc2OC)CC1,i,0.11,65
COc1ccccc1C(=O)Nc1ccc(N2CCCC2=O)cc1,i,0.14,61
Cc1cc(NC(=O)CSc2cc(N3CCN(c4ccccc4F)CC3)ncn2)on1,i,0.088,68
CC(C)Cn1c(-c2ccc([N+](=O)[O-])cc2)nc2c(c(=O)c3ccccc3n2C)c1=O,+,0.19*,43*
Cc1ccc(-n2ccnc2N2CCN(C(=O)COc3ccccc3F)CC2)cc1,i,0.056,20
Cc1cc(=O)[nH]c(-n2nc(C)c(CCC(=O)Nc3ccc(F)c(C(F)(F)F)c3)c2C)n1,i,0.1,53
CCOC(=O)N1CCc2nc(NC(=O)c3ccnn3CC)sc2C1,i,0.16,64
Cc1nccn1CC1CCN(S(=O)(=O)c2cccs2)CC1,i,0.1,57
NC(=O)c1cccc(N=Cc2ccc[nH]2)c1,i,0.034,46
O=S(=O)(CCc1ccccc1)NCC1CCN(S(=O)(=O)C2CC2)CC1,i,0.044,49
O=C(NCc1cccs1)c1ccc2c(=O)n3nc(NCc4ccccc4)sc3nc2c1,i,0.14,58
O=C(Nc1ccc(F)cc1F)c1ccc(=O)n(Cc2ccccc2Cl)c1,i,0.093,49
CCNC(=O)C1CCN(c2cc(SCC(=O)Nc3ccc(Cl)cc3F)ncn2)CC1,i,0.11,49
CCN1CCCc2cc(CCNC(=O)C(=O)Nc3ccccc3)ccc21,i,0.066,12

# (further entries)
SMILES,AMPAR-TARP mod,AMPAR-TARP mod agonism max-min,AMPAR-TARP mod glutamate slope
CC(=O)Nc1cccc(NC(=O)C(=O)NCC2CCN(Cc3ccco3)CC2)c1,i,0.076,69
O=C(NCCS(=O)(=O)N1CCN(c2ncccn2)CC1)NC(c1ccccc1)c1ccccc1,i,0.11,76
COc1ccc2c(c1)c(=O)oc1c(C)c(OCC(=O)N3CC(C)CC(C)C3)ccc12 (centres undefined),i,0.074,32
O=C(Nc1ccc2ncsc2c1)c1ccc(Cl)s1,i,0.031,47
O=C(NCCc1ccncc1)c1ccc2c(c1)ncn2-c1ccccc1,i,0.11,73
O=C(CC1CCCCN1S(=O)(=O)c1cccs1)Nc1ncccn1 (centres undefined),i,0.04,62
Cc1ccc(Cl)c2sc(N(CCN3CCOCC3)C(=O)c3ccno3)nc12,i,0.063,47
COc1ccc(NC(=O)C(=O)NCC(c2ccco2)N(C)C)cc1OC (centres undefined),i,0.073,97
CCc1ccccc1NC(=O)C(=O)NCCc1ccc(Cl)cc1,i,0.056,42
Cc1cc(C)cc(NC(=O)N2CCC3(CC2)NC(=O)N(Cc2ccc(Cl)cc2)C3=O)c1,i,0.082,32
CN(C)CCN(C(=O)CCCS(=O)(=O)c1ccc(F)cc1)c1nc2ccccc2s1,i,0.12,59
COc1cc(C(=O)Nn2cnc3c(cnn3C(C)(C)C)c2=O)c([N+](=O)[O-])cc1OC,i,0.027,43
COc1cc(NC(=O)Cn2cnc3c(sc4nc(C)cc(C)c43)c2=O)cc(OC)c1,i,0.072,69
CC(C)(C)NC(=O)C(=O)NCc1cccnc1,i,0.11,49
COc1ccccc1S(=O)(=O)NCC1(O)CCCC1,i,0.1,60
CCOc1ccc2nc(SCC(=O)N3c4ccccc4C(C)=CC3(C)C)sc2c1,i,0.069,42
Cc1ccc(C(=O)N2CCN(c3ncnc4c3nnn4-c3ccccc3)CC2)cc1C,i,0.02,51
CCOC(=O)Cc1csc(NC(=O)Cc2cc(-c3ccc(F)cc3)on2)n1,i,0.095,54
COc1ccc(S(=O)(=O)CC(=O)Nc2sc3c(c2C#N)CCC3)cc1,i,0.038,47
CC(=O)c1cccc(NC(=O)C2CCCN(c3cc(-n4nc(C)cc4C)ncn3)C2)c1 (centres undefined),i,0.096,72
O=C(CSCc1ccccc1)Nc1cccc2c1C(=O)NC2=O,i,0.085,50
CC(C)N1CCC(CNC(=O)C(=O)Nc2ccc(OC(F)(F)F)cc2)CC1,i,0.087,59
CCOC(=O)C1CCCN(C2CC(=O)N(c3cccc(OC)c3)C2=O)C1 (centres undefined),i,0.05,55
Cc1cc(=O)[nH]c(-n2nc(-c3ccco3)cc2NC(=O)C2CC2)n1,+,0.3*,41*
COc1ccc(Cl)cc1NC(=O)C(=O)NCC1(O)CCOCC1,i,0.13,50
COc1ccc(OC)c(-c2ccc(N3CCN(C(=O)c4ccccc4F)CC3)nn2)c1,i,0.08,44
COc1ccc(-c2cc3c(=O)n(Cc4nc(-c5cccc(Cl)c5)oc4C)ccn3n2)cc1,i,0.082,57
Cc1ccc(C(=O)OCC(=O)c2ccc([N+](=O)[O-])cc2)o1,i,0.1,56
O=C(NCCCn1nc(-c2cccs2)ccc1=O)c1ccc2c(c1)OCO2,i,0.073,44
O=C1c2cc(NC(=O)C3(c4cccs4)CCCC3)ccc2OCCC2CCCCN12 (centres undefined),+,0.076*,4.0*
COc1ccc(C(=O)N2CCN(c3ncnc4c3nnn4-c3ccccc3)CC2)c(OC)c1,i,0.029,49
CN(C)S(=O)(=O)N1CC2CC1C(=O)O2 (centres undefined),i,0.095,44
Cn1c(=O)c2c(nc(CN3CCOCC3)n2CC(=O)C(C)(C)C)n(C)c1=O,i,0.091,60
O=C(NCc1ccc(Cl)cc1)C(=O)NCc1c(F)cccc1F,i,0.12,67
CCOC(=O)c1ccc2c(c1)sc(=NC(=O)CS(=O)(=O)Cc1ccccc1)n2C,i,0.12,37
CN1CCc2c(sc(NC(=O)Cc3ccccc3)c2-c2nc3ccccc3s2)C1,i,0.13,62
Cc1cc(N2CCC(Cc3ccccc3)CC2)nc(-n2cc([N+](=O)[O-])cn2)n1,i,0.041,39
CN1C(=O)Cc2cc(NC(=O)NC(C)(C)C)ccc21,i,0.084,54
CN(C)S(=O)(=O)c1ccc(C(=O)Nc2nn(C)c3c2C(c2ccco2)CC(=O)N3)cc1 (centres undefined),i,0.098,71
CN(C1CCCC1)S(=O)(=O)c1ccc(C(=O)Nc2sccc2C#N)cc1,i,0.063,55

# An excerpt from above in order of count of non-hydrogen atoms, falling.
SMILES,AMPAR-TARP mod,AMPAR-TARP mod agonism max-min,AMPAR-TARP mod glutamate slope
COc1ccc(CNC(=O)C(=O)NCCC2CCCCN2S(=O)(=O)c2cc(C)ccc2C)cc1 (centres undefined),i,0.062,55
O=C(COc1ccc2c(c1)OCO2)Nc1ccc(-c2ccc(N3CCCC3)nn2)cc1,i,0.062,50
CSc1cccc(NC(=O)N2CCN(c3cc(-n4cccn4)nc(C)n3)CC2)c1,i,0.099,57
COc1cc(OC)cc(C(=O)Nc2ccc(Nc3ccc(C)nn3)cc2)c1,i,0.15,60
O=C(NCc1n[nH]c(=O)c2ccccc12)c1cnn(-c2ccccc2)n1,i,0.13,45
COc1ccccc1S(=O)(=O)NCC1(O)CCCC1,i,0.1,60

# The listing continues:
SMILES,AMPAR-TARP mod,AMPAR-TARP mod agonism max-min,AMPAR-TARP mod glutamate slope
O=C(Nc1ccc(N2CCCCC2=O)cc1)C(=O)Nc1nc2ccccc2s1,i,0.085,59
COCCn1c(=N)c(C(=O)NCc2ccc(C)cc2)cc2c(=O)n3cccc(C)c3nc21,i,0.15,55
COc1cccc(-n2nnc3c(N4CCN(C(=O)c5ccc(F)c(F)c5)CC4)ncnc32)c1,i,0.052,51
COc1ccccc1CNC(=O)c1ccc(S(=O)(=O)N(C)C)o1,i,0.087,66
COc1ccc(NC(=O)CSc2nccn3nc(-c4ccccc4)cc23)c(OC)c1,i,0.15,47
Cc1cc(C)c(NC(=O)Cc2csc(Nc3ccc(F)cc3)n2)c(C)c1,i,0.11,41
COc1ccccc1-c1ccc(=O)n(CC(=O)N2CCN(C(c3ccccc3)c3ccccc3)CC2)n1,i,0.1,100
CCOC(=O)N1CCc2c(sc(NC(=O)c3ccccc3)c2-c2nc3ccccc3s2)C1,i,0.12,74
CS(=O)(=O)N1CCCC1C(=O)Nc1nc(-c2ccc(Cl)s2)cs1 (centres undefined),i,0.17,54
COc1ccc(S(=O)(=O)Nc2ccc3c(c2)CCC(=O)N3)c(C)c1,i,0.063,-2
NS(=O)(=O)c1ccc(NC(=O)CSc2nnnn2-c2cccc3ccccc23)cc1,i,0.09&0.051,54&105
O=c1cc(-c2ccc(F)cc2)nc(SCc2nc(-c3ccc(Cl)cc3)no2)[nH]1,i,0.089,53

# An excerpt, so the mix of outcomes need not match the whole.
